M. tuberculosis GlmU: inhibition of mycobacterial GlmU enzyme – biochemical, glucosamine-1-phosphate acetyltransferase (AID 1376) | inhibition, %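 (tested at 30 µM in the primary screen)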; hits with a dose series show IC50 in µM | 220,000 tested, 0.25% active | M. tuberculosis GlmU acetyltransferase enzyme assay; higher % means a stronger effect | Bifunctional protein GlmU (Mycobacterium tuberculosis (strain ATCC 25618 / H37Rv)); in the data active = inhibition above about 13%;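 note: 0% = complete reaction with vehicle and 100% = reaction without substrate; strong numbers were not always called active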
Mtb RmlCD inh: M. tuberculosis RmlC/RmlD coupled enzyme inhibitors, primary screen, biochemical, compound mixtures, 384-well, from 1536-well plates. dTDP-4-dehydrorhamnose reductase (Mycobacterium tuberculosis (strain ATCC 25618 / H37Rv)) …. RmlC+RmlD coupled enzyme assay, percent inhibition; primary screen in compound mixtures. inhibition, % at 3.6 µM. 160,000 tested, 0.03% active. AID 1533, 2009; in the data active = inhibition mostly above about 34%, no sharp cut-off; note: some results filed as inactive read as strong as hits
Target sequence (P9WH09 whole entry, looked up): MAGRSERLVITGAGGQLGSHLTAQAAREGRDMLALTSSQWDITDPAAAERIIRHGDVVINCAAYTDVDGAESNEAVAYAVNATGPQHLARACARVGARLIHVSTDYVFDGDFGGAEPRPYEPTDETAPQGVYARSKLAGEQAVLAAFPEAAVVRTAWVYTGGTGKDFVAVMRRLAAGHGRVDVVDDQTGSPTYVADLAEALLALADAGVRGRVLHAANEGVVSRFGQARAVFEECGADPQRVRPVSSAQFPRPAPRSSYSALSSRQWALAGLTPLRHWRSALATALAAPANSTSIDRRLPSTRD
Target sequence (P9WH11 whole entry, looked up): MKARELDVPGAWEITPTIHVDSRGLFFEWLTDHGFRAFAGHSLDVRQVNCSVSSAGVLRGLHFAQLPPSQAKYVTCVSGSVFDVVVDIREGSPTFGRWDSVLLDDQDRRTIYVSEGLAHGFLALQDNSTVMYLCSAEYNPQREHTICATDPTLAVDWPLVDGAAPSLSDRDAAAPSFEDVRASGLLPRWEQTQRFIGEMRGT
Active calls of the source: *; x = not tested or not shown. Not all compounds are listed (hit frequency here may not be typical).

Every second line gives: M. tuberculosis GlmU	Mtb RmlCD inh
- CCCCN(CC)CCNC(=O)C1c2cc(OC)c(OC)cc2C(=O)N2CCc3ccccc3C12 (configuration not stated)
    -4.0%	-10
- Oc1ccc(Nc2nc(-c3ccc4ccccc4c3)cs2)cc1
    4.0%	7
- COc1ccccc1N1CCN(C(=O)c2cc3c(s2)CCC3)CC1
    0.4%	0
- O=C(CCCn1c(=O)oc2ccccc21)NC1CCCCCC1
    -8.0%	x
- NC(=O)c1ccc(C(=O)c2ccc([N+](=O)[O-])cc2)cc1
    0.3%	-6
- COC(=O)C1=C(C)NC(=S)N(C(C)=O)C1c1ccc(OC)c(OC)c1 (configuration not stated)
    11%	4
- COc1ccc(CNC(=O)c2cccc(S(=O)(=O)N3CCN(C)CC3)c2)cc1
    -0.6%	6
- COc1ccc2oc(C)c(C(=O)NN)c2c1
    -4.7%	x
- COc1ccc(CNC(=O)NCc2ccc(OC)c(OC)c2)cc1OC
    -4.1%	x
- C=CCSc1nc2sc(C)c(C)c2c(=O)n1CC=C
    1.9%	x
- CN(c1cccc(NC(=O)COc2ccccc2)c1)S(C)(=O)=O
    5.9%	x
- CCCn1nnnc1NCc1c(Cl)cccc1Cl
    5.4%	4
- O=c1oc2ccccc2c(Nc2ccccc2)c1CN1CCCCC1
    4.8%	-8
- COc1ccc(S(=O)(=O)n2ccc(-c3ccc(OCCN(C)c4ccccn4)cc3)n2)cc1
    3.1%	x
- CC(C)CN(C(=O)COC(=O)c1cc2c(s1)CCC2)C1CCS(=O)(=O)C1 (configuration not stated)
    -2.1%	7

Every second line gives: M. tuberculosis GlmU	Mtb RmlCD inh
- COC(=O)CN1C(=O)C2(OCCCO2)c2cc(Br)ccc21
    0.9%	-1
- Cc1ccc2nc(CSc3nnc(Nc4ccccc4F)s3)cc(=O)n2c1
    -3.6%	-7
- Cc1ccc2c(CC(=O)NC3CCCc4ccccc43)coc2c1 (configuration not stated)
    0.6%	-9
- CNc1nc(N)c([N+](=O)[O-])c(Nc2cccc(F)c2)n1
    0.2%	9
- Cc1noc(NS(=O)(=O)c2ccc(N/C=C\C(=O)c3cccs3)cc2)c1C
    13%*	-11
- C/C(=N\NC(=S)NC1CCCCC1)c1ccc(O)cc1
    -1.8%	8
- COc1ccc2nc(SCC(=O)NCC(F)(F)F)[nH]c2c1
    1.0%	-11
- Cc1ccc(NC(=O)CSCC(=O)Nc2ncc3c(n2)CC(c2ccco2)CC3=O)cc1 (configuration not stated)
    -2.0%	-8
- CN(NC(=O)C1CC(=O)N(c2ccccc2)C1)C1=NS(=O)(=O)c2ccccc21 (configuration not stated)
    -1.1%	-7
- CCOC(=O)c1c(-c2ccccc2)cn2ccccc12
    0.7%	-6
- CCOc1ccc(C2C=C(c3ccc(C)cc3)Nc3nnnn32)cc1 (configuration not stated)
    2.7%	-11
- COCCNC(=O)/C(C#N)=C/c1ccc(OCc2ccc(F)cc2)cc1
    -0.7%	-13
- Cc1c(C(=O)Nc2nc3ccccc3[nH]2)cccc1[N+](=O)[O-]
    -1.9%	15
- Cc1ccc(COc2ccc(Br)cc2/C=N/O)cc1
    2.5%	x
- COc1ccc(C(=O)/C=C/C(=O)N(Cc2ccc(F)cc2)C(C(=O)NC2CCCCC2)c2ccncc2)c(O)c1 (configuration not stated)
    2.1%	-4

Record cards, as listed above. Order of screens: M. tuberculosis GlmU, Mtb RmlCD inh
`O=C(CCCn1c(=O)oc2ccccc21)NC1CCCCCC1` reads -8.0%, x
`Cc1noc(NS(=O)(=O)c2ccc(N/C=C\C(=O)c3cccs3)cc2)c1C` reads 13%*, -11
`COc1ccc(CNC(=O)NCc2ccc(OC)c(OC)c2)cc1OC` reads -4.1%, x

Other entries follow.
Every second line gives: M. tuberculosis GlmU	Mtb RmlCD inh
- Cc1cc(C2(c3cc(C)c(NC(=O)CN4CCOCC4)c(C)c3)CCCCC2)cc(C)c1NC(=O)CN1CCOCC1
    0.4%	6
- CCCCCc1nnc(NS(C)(=O)=O)s1
    0.6%	-8
- Cn1c(=O)c2c(nc(N3CCCCC3)n2CCCNC2=NCCCC2)n(C)c1=O
    x	6
- COc1ccc(-c2cc(CNS(=O)(=O)c3ccc(F)cc3)on2)cc1
    -4.8%	-12
- Cc1ccc(N2CCN(CCc3nc4cc(NS(C)(=O)=O)ccc4n3C)CC2)cc1
    2.1%	8
- CCCCC1(C(=O)OCC)CC(CN2CCOCC2)OC1=O (configuration not stated)
    3.5%	x
- COc1cc(CCCN2C(=O)C(=O)NC[C@@H]2CCCCN)cc(OC)c1OC
    -3.8%	x
- Cc1cc(Nc2nc3ccccc3nc2Cl)n(-c2ccccc2C)n1
    1.8%	-1
- Cc1ccc(CN(c2ccc(C(=O)NCc3cccnc3)cc2)S(C)(=O)=O)cc1
    0.5%	x
- Cc1ccc(OCCOc2ccc(Br)cc2)c([N+](=O)[O-])n1
    -4.0%	14
- c1ccc(CNc2c3c(nc4ncnn24)CCC3)cc1
    0.5%	-14
- c1n[nH]c(NC2=NCCC2)n1
    3.1%	2
- CC(OC(=O)c1ccc(Cl)c(S(=O)(=O)Nc2ccc(F)cc2)c1)C(=O)NC(N)=O (configuration not stated)
    -4.5%	-4
- O=C(c1cc(F)ccc1F)C1CCCN(C(=O)c2cccs2)C1 (configuration not stated)
    1.2%	3
- CCn1cc(C(=O)NCc2ccccc2Cl)cn1
    8.2%	x

Rewritten as labelled records: entries from further up.
Compound: COc1ccc2oc(C)c(C(=O)NN)c2c1
- M. tuberculosis GlmU: -4.7%
- Mtb RmlCD inh: x
Compound: COc1ccc(CNC(=O)NCc2ccc(OC)c(OC)c2)cc1OC
- M. tuberculosis GlmU: -4.1%
- Mtb RmlCD inh: x

Next section.
Every second line gives: M. tuberculosis GlmU	Mtb RmlCD inh
- COc1ccc(/C=C2\C(=N\O)C3CCN2CC3)cc1
    5.7%	-11
- CCN(C(=O)c1ccc(Cl)cc1[N+](=O)[O-])c1ccccc1C
    -1.2%	x
- NC(=O)C1CCN(C(c2ccccc2Cl)c2nnnn2CC2CCCO2)CC1 (configuration not stated)
    -1.2%	-1
- COC(=O)c1c(C)noc1-c1snnc1C
    2.9%	4
- COc1c(Br)cc([N+](=O)[O-])c(OC)c1C(=O)NC(=O)Nc1cc(Cl)cc(Cl)c1
    2.1%	5
- Cc1ccc2nc3cc([N+](=O)[O-])cc([N+](=O)[O-])c3cc2c1
    3.4%	2
- CCCNC(=O)Cn1c(=O)n(C)c2ccccc21
    6.8%	-12
- CCOC(=O)C1(Cc2ccccc2)CCN(Cc2cn(CC(=O)OC)c3ccccc23)CC1
    -7.2%	0
- CC1CC(C)CN(c2cc3c(cc2[N+](=O)[O-])C(=O)N(c2ccccc2)C3=O)C1 (configuration not stated)
    2.3%	-11
- O=S(=O)(c1cccc(C(F)(F)F)c1)N1CCN(C(=S)NC2CC2)CC1
    5.1%	7
- CC(=O)Nc1cc(NC(C)=O)ncn1
    5.6%	-16
- O=C(OCCN1CCOCC1)C(c1ccccc1)c1ccccc1
    3.4%	22
- O=C(N/N=C\c1ccc[nH]1)C1COc2ccccc2O1 (configuration not stated)
    -0.2%	7
- Cc1cccc(CSc2nc3[nH]ncc3c(=O)[nH]2)c1
    3.0%	-37
- CC(=O)c1ccc(NS(=O)(=O)c2c(C)cc(C)cc2C)cc1
    -4.3%	40

Every second line gives: M. tuberculosis GlmU	Mtb RmlCD inh
- CC(=O)C1=C(C)OC(N)=C(C#N)C1c1cccc2ccccc12 (configuration not stated)
    0.4%	9
- CCCCn1c2c(c(=O)n(C)c1=O)C(c1ccc(OC)cc1)N1CCCCCC1=N2 (configuration not stated)
    -1.6%	x
- CSC1=NC(=O)/C(=C\c2cccc3ccccc23)S1
    1.5%	8
- N/C(=N\OC(=O)Cc1ccccc1[N+](=O)[O-])c1cccc(Br)c1
    -2.8%	-2
- COc1cccc(C2CCCN2Cc2nc(CCC(C)C)no2)c1 (configuration not stated)
    -0.1%	-10
- Cc1ccc(N(CC(=O)NCCc2ccc(F)cc2)S(=O)(=O)c2ccc(Cl)c([N+](=O)[O-])c2)c(C)c1
    0.1%	10
- CCC1CO/C(=C(\C(Cl)=C(Cl)Cl)[N+](=O)[O-])N1 (configuration not stated)
    -5.8%	-13
- FC(F)(F)c1cccc(NC(=S)Nc2ccc(Cl)cc2Cl)c1
    -5.3%	8
- CCC(C)NC(=O)C1=C(C)C(=O)OC12CCC(C)CC2 (configuration not stated)
    7.5%	34
- O=C(N/N=C\CCc1ccccc1)c1ccco1
    -1.6%	-8
- O=C(CN1CCN(C(=O)c2c(F)cccc2F)CC1)Nc1ccccc1F
    0.5%	3
- Cc1ccc(-n2ncc3c(NCCCn4ccnc4)ncnc32)c(C)c1
    6.1%	x
- CCn1ncc([N+](=O)[O-])c1C(=O)NC1CCCCC1
    0.8%	-11
- O=C(CN1C(=O)c2ccccc2S1(=O)=O)NCCSc1ccccc1
    1.4%	7
- CCn1c(SCc2ccc([N+](=O)[O-])cc2)nnc1C(C)NC(=O)c1ccccc1Br (configuration not stated)
    -2.0%	x

| Molecule | M. tuberculosis GlmU | Mtb RmlCD inh |
| --- | --- | --- |
| Cc1cc(/C(N)=N/OC(=O)c2ccccc2Cl)no1 | 6.0% | 12 |
| Cc1ccc(CCNC(=O)CCSCc2ccc(Cl)cc2)cc1 | -1.8% | -4 |
| CCOc1ccc(CN2CCN(Cc3ccon3)CC2CCO)cc1 (configuration not stated) | 11% | -9 |
| O=C(NC(Cc1cnc[nH]1)C(=O)O)c1ccccc1 (configuration not stated) | 4.0% | -4 |
| CCCCCCCCN=C1NC(=O)CS1 | 4.5% | x |
| COc1ccc(CNc2nc3nc(C)c(Cl)c(C)n3n2)cc1OC | 0.1% | x |
| CC12CCC(C(=O)n3c1nc1ccccc13)C2(C)C (configuration not stated) | -4.2% | x |
| CC1(OC(=O)C2CCCC2)C(=O)C=C2C=C(c3ccsc3)N(C3CC3)C=C2C1=O (configuration not stated) | 5.0% | -9 |

| Molecule | M. tuberculosis GlmU | Mtb RmlCD inh |
| --- | --- | --- |
| CCCCNC(=O)c1ccc(S(=O)(=O)c2ccc(Cl)cc2)c(NC(C)=O)c1 | 14%* | -10 |
| Cc1nc(SCC(=O)NCc2ccco2)[nH]c(=O)c1C | 1.4% | x |
| COc1ccc(-n2c(Cc3cccn3C)nnc2SCC(=O)Nc2ccc(C(C)=O)cc2)cc1 | 0.5% | -8 |
| O=C(c1cnc2ccccc2n1)N1CCN(c2ccc(C(F)(F)F)cn2)CC1 | 9.2% | x |
| Cc1ccc(O)c(N=Nc2ccccc2)n1 | 1.6% | x |
| COc1ccc(O)c(CN2CCCC(C(=O)c3sccc3C)C2)c1 (configuration not stated) | 0.8% | -9 |
| CCc1cccc(CC)c1NC(=O)COC(=O)C1(c2ccc(Cl)cc2)CCCC1 | 3.8% | 102 |
| Cc1nn(-c2nnc(C)c(=O)[nH]2)c(C)c1SCC(=O)Nc1ccc(C(C)C)cc1 | 0.1% | 3 |

In the list so far, these have a CF3 group:
| Molecule | M. tuberculosis GlmU | Mtb RmlCD inh |
| --- | --- | --- |
| COc1ccc2nc(SCC(=O)NCC(F)(F)F)[nH]c2c1 | 1.0% | -11 |
| O=S(=O)(c1cccc(C(F)(F)F)c1)N1CCN(C(=S)NC2CC2)CC1 | 5.1% | 7 |
| FC(F)(F)c1cccc(NC(=S)Nc2ccc(Cl)cc2Cl)c1 | -5.3% | 8 |
| O=C(c1cnc2ccccc2n1)N1CCN(c2ccc(C(F)(F)F)cn2)CC1 | 9.2% | x |

(list continues)
| Molecule | M. tuberculosis GlmU | Mtb RmlCD inh |
| --- | --- | --- |
| O=c1c2[nH]c3ccccc3c2ncn1C1CCCCC1 | -3.9% | 5 |
| Cc1cccc(C)c1NC(=O)N1CCC(N2CCCCC2)CC1 | -1.6% | -6 |
| CC(=O)C1=C(O)C(=O)N(Cc2ccccc2)C1c1cccs1 (configuration not stated) | 2.2% | x |
| Cc1cc(C)nc(NC(=O)CSc2nc3ccccc3s2)n1 | 1.5% | 5 |
| Cc1ccc(C(=O)N2CCSC2=S)cc1 | -2.5% | 6 |
| O=C1[C@@H]2[C@H](C(=O)N1O)[C@H]1C=C[C@@H]2C1 | 2.8% | x |
| O=C(NNC(=S)Nc1ccc(Cl)c(Cl)c1)c1ccccn1 | 4.1% | -5 |
| O=C(N/N=C/c1cccs1)c1c[nH]c2ccccc12 | 1.0% | 22 |

| Molecule | M. tuberculosis GlmU | Mtb RmlCD inh |
| --- | --- | --- |
| CCOc1ccc(OCC)c(NC(=O)CSc2nc3c(c(=O)n(C)c(=O)n3C)n2CC)c1 | 3.6% | 61 |
| O=C(N/N=C/c1ccc[nH]1)c1ccncc1 | 0.9% | -11 |
| COc1ccc(OC)c(NC(=O)CSc2nc3ccccc3cc2Cc2ccccc2)c1 | 0.7% | x |
| Cc1ccc(S(=O)(=O)N2CCCCCC2)cc1[N+](=O)[O-] | 0.3% | -6 |
| O=C(NS(=O)(=O)Oc1cccc(Cl)c1Cl)OC[C@@H]1CCCN2CCCCC12 (some centres not stated) | 0.6% | x |
| CCc1ccc(NC(=O)CSCCN2C(=O)c3ccccc3C2=O)cc1 | -2.4% | 2 |
| O=C(Nc1ccc(N2CCCC2)c(Cl)c1)c1ccc([N+](=O)[O-])cc1 | -1.1% | x |
| Nc1ccn([C@@H]2O[C@H](CO)[C@@H](O)C2O)c(=O)n1 (some centres not stated) | -1.3% | 7 |

| Molecule | M. tuberculosis GlmU | Mtb RmlCD inh |
| --- | --- | --- |
| COc1cccc(NC(C)C(=O)N2CC(C)OC(C)C2)c1 (configuration not stated) | 9.9% | 39 |
| CC(C)Cn1c(N)c(C(=O)COC(=O)CN2C(=O)C3CC=CCC3C2=O)c(=O)n(C)c1=O (configuration not stated) | -0.2% | 8 |
| COc1ccc(CN2CCN(C(=O)C3CCC(CNS(=O)(=O)c4ccccc4)CC3)CC2)c(OC)c1OC (configuration not stated) | -5.5% | 12 |
| CC(C)(CNc1ccc([N+](=O)[O-])cc1Cl)CNS(C)(=O)=O | -2.7% | -9 |
